From PubChem
TROY NFkB inh – TROY signaling inhibition. Q293 LMP1-TROYcd NF-kB luciferase reporter, 4 h. 0.98% of 360,000 active. inhibition, % at 10 µM. AID 1347056;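 active = compounds whose plate-normalised and pattern-corrected inhibition of the luciferase reporter signal at the single screening dose is 50% or more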
NCOA1 inh – inhibits human SRC1 coactivator; AID 588354; HEK293 GAL4-SRC1 luciferase reporter, luminescence; inhibition, % at 3.6 µM; Q15788; 0.12% of 360,000 active;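 active = inhibition above the campaign mean plus 3 SD, with each screening campaign given its own cutoff, cut at about 60% in these data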;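 also: 0% = DMSO treated cells and 100% = gossypol at 36 µM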
ABHD5-PLIN5 inh – inhibitors of human ABHD5-perilipin-5 interaction; 0.78% of 360,000 active; inhibition, % at 4 µM; Split G. princeps luciferase complementation, luminescence, 4 h; Q00G26+Q8WTS1;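 active = inhibition above the mean inhibition across every tested compound plus 3 SD, cut at about 22% in these data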;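 also: 0% = DMSO only wells and the 100% control is not disclosed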
TWEAK Fn14 block – inhibitors of TWEAK-Fn14 interaction signaling. TWEAK-stimulated Fn14 reporter cells, luciferase luminescence, 8 h. AID 1159606. inhibition, % at 10 µM. 2% of 360,000 active; in the data active = inhibition above about 50%
NOD2 RIPK2 PPI – blocks binding of human NOD2 to RIPK2; CHO BLA complementation NOD2-RIPK2, CCF4 ratio; 0.38% of 360,000 active; inhibition, % at 4.98 µM; AID 624267; in the data active = inhibition above about 21%;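 also: 0% = vehicle only and 100% = reference blocker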
LRH-1 inv ag – inverse agonists of human LRH-1 (NR5A2) | O00482 | HEK293T StAR-luciferase reporter, LRH-1 transfected, 24 h | inhibition, % at 3.6 µM | 0.13% of 360,000 active;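 active = inhibition above the mean inhibition of all tested compounds plus 3 SD, cut at about 73% in these data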;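 also: 0% = DMSO wells and 100% = reporter-only cells lacking LRH-1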
NR2F2 inh – inhibitors of human COUP-TFII (NR2F2). P24468. HEK293T NGFI-A luciferase reporter, luminescence. inhibition, % at 8.6 µM. 0.7% of 370,000 active. AID 686940;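 active = inhibition above a per-plate cutoff, mean inhibition of test wells between control levels plus 3 SD, cut at about 38% in these data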;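 also: cells cotransfected with COUP-TFII expression vector driving the NGFI-A reporter; 0% = median of COUP-TF2 test wells and 100% = reporter-only cells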
NCOA2 inhibitor – human SRC2 (NCOA2) inhibition; HEK293 GAL4-SRC2 luciferase reporter, luminescence; inhibition, % at 9 µM; 0.17% of 370,000 active; AID 651957;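 active = inhibition above the mean inhibition of all tested compounds plus 3 SD, set per campaign, cut at about 52% in these data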;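 also: 0% = DMSO treated cells and 100% = cells given Gossypol at 36 µM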
Target sequence (Q15596 whole entry, looked up, the tested form may be a part): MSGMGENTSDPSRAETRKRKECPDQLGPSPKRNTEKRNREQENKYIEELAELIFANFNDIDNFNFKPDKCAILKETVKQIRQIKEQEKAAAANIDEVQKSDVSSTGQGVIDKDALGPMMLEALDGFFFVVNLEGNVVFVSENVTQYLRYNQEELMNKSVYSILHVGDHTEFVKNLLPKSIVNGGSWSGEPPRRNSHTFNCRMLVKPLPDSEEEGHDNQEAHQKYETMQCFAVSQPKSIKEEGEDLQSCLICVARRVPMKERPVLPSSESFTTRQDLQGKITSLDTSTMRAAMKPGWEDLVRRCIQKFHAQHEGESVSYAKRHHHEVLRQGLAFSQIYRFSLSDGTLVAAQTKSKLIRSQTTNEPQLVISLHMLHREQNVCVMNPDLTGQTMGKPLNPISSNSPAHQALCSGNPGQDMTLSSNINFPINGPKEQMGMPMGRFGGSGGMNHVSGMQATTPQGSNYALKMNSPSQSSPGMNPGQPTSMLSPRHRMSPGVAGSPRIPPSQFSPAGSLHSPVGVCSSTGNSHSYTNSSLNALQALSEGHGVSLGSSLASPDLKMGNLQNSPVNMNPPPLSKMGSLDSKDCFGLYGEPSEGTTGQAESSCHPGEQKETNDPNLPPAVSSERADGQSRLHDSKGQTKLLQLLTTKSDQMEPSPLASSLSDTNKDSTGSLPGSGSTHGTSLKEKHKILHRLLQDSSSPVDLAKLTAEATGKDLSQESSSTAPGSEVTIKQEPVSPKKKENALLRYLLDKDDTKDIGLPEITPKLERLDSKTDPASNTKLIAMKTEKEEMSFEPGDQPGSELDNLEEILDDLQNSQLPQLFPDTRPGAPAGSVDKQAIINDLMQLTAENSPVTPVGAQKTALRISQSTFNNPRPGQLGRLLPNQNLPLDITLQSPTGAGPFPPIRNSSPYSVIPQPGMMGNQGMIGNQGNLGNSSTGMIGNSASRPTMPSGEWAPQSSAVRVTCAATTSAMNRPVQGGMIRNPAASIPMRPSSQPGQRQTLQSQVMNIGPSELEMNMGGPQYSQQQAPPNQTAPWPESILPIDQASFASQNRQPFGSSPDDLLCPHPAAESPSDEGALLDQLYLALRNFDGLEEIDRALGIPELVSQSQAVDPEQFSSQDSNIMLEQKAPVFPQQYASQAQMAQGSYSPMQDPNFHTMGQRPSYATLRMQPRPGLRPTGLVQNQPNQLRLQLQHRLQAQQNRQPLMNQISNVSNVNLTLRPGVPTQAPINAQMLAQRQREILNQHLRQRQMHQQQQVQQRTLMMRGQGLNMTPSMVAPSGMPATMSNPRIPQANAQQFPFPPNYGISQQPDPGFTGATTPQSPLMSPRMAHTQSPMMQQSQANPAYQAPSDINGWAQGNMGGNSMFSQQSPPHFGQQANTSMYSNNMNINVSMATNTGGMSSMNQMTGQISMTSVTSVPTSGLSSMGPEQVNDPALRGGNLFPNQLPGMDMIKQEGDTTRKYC
NCOA3 inh – inhibitors of human steroid receptor coactivator 3 (SRC3). inhibition, % at 3.6 µM. 0.17% of 360,000 active. Q9Y6Q9. HEK293 GAL4-SRC3 luciferase reporter, luminescence. AID 588352;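 active = inhibition above a per-campaign cutoff, the mean of all compounds plus 3 SD, cut at about 60% in these data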;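 also: 0% = DMSO-treated cells and 100% = gossypol-treated cells at 36 µM; higher means less SRC3-driven luciferase light from the GAL4 reporter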
Exocytosis inh – blocks lytic granule exocytosis. TALL-104 LAMP-1 surface exposure, flow cytometry; cells stimulated with thapsigargin and PMA. inhibition, % at 10 µM. 0.66% of 360,000 active. AID 651702;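 active = inhibition above about 55%, limit read from the data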
TLR9-MyD88 inh – blocks human TLR9 binding to MyD88 | 0.21% of 340,000 active | AID 504734 | CHO BLA complementation TLR9-MyD88, CCF4 FRET ratio | Q9NR96+Q99836 | inhibition, % at 4.98 µM;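 active = inhibition above the mean over all tested compounds plus 3 SD, cut at about 21% in these data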;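 also: 0% = DMSO only wells and 100% = clavulanate BLA inhibitor control wells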
Active calls of the source: *; . = no result given. The list is partial; count on the stated rates, not on these rows.

molecule | LRH-1 inv ag | TROY NFkB inh | NOD2 RIPK2 PPI | NCOA3 inh | NCOA1 inh | TLR9-MyD88 inh | NR2F2 inh | TWEAK Fn14 block | ABHD5-PLIN5 inh | NCOA2 inhibitor | Exocytosis inh
COc1cc2c(C#N)c(N3CCCCC3)nc(N)c2c(N)n1 | -8 | 22 | -6 | 7 | -29 | -5 | 4 | 12 | -14 | -36 | 2
O=C(Nc1ccc(Cl)c(Cl)c1)Nc1cc(S(=O)(=O)N2CCOCC2)ccc1N1CCCC1 | 4 | 38 | -3 | -2 | 13 | 10 | -2 | 36 | -1 | -13 | 2
C/C(=C\C(=O)c1ccc(Cl)cc1)Nc1ccc(Br)cc1 | -21 | -13 | 4 | 9 | -3 | -18 | -12 | -7 | -5 | -16 | -2
O=C(c1cnn2c(C(F)F)cc(-c3ccccc3)nc12)N1CCCCC1c1cccnc1 (stereo unspecified) | 5 | 8 | -11 | 5 | -8 | 6 | 8 | 12 | 1 | 14 | 4
COc1ccc(-c2ccc(C#N)c(SCC(=O)NCc3ccco3)n2)cc1OC | 10 | -32 | -3 | 3 | -4 | 5 | 6 | -31 | 4 | -22 | 2
CC12CN3CCN(CC(C3)/C1=N\NC(=O)c1ccccc1N)C2 | -56 | -50 | -2 | -28 | -51 | 1 | 4 | -5 | 3 | -39 | -4
COc1ccc(CCN(C)Cc2c(O)ccc3ccccc23)cc1OC | 9 | 28 | -2 | -4 | -9 | -8 | 29 | 1 | 2 | -2 | -2
O=C1N[C@H](Cc2ccccc2)COC(=O)[C@H](Cc2ccc(F)cc2)C/C=C\C[C@H]1CC(=O)N(CCO)Cc1ccccc1 | 15 | -10 | 17 | -2 | -26 | 5 | 9 | 14 | -3 | 2 | 0
O=C(Cn1c(-c2ccccc2)noc1=O)N1CCC(Cc2ccccc2)CC1 | -6 | 24 | 11 | 11 | 7 | -5 | 15 | 4 | -1 | 26 | 0
O=C(O)/C=C/c1cn(Cc2ccccc2)nc1-c1ccc(Cl)cc1 | 18 | -7 | -7 | 6 | -29 | -14 | -1 | 0 | -1 | -2 | 6
CC(=O)c1nc(N2C(=O)CC(Cc3ccccc3)C2=O)sc1C (stereo unspecified) | -13 | -5 | -7 | -8 | 1 | 2 | -12 | 25 | -3 | 6 | -4
COc1ccccc1-c1nc(SCC(=O)O)n[nH]1 | 4 | 8 | 2 | -4 | -17 | -6 | -13 | 0 | -1 | -17 | 0
O=C(NC(c1ccccc1)c1ccccc1)C1CCCO1 (stereo unspecified) | 0 | 11 | 2 | -1 | -13 | 5 | 10 | -2 | -1 | 14 | 4
Cc1cccc(C(=O)OCC(=O)Nc2nccs2)c1 | -7 | -27 | 1 | -7 | 11 | -7 | -18 | -31 | 1 | -33 | -7
COc1ccc(N2CCN(C3CC(=O)N(Cc4ccc(N5CCCC5=O)cc4)C3=O)CC2)cc1 (stereo unspecified) | -3 | 7 | -18 | -21 | 1 | -4 | 6 | -5 | 1 | -32 | 0
O=c1cc[nH]c2ccc(OC(F)(F)F)cc12 | -5 | -11 | -2 | 16 | -20 | 1 | -6 | -2 | -7 | -21 | 1
Cc1ccc(CC(=O)Nc2ncc([N+](=O)[O-])s2)cc1 | -106 | -8 | -3 | -49 | -38 | -11 | -52 | 7 | -1 | -55 | 2
CC(=O)Nc1ccc(O)cc1[N+](=O)[O-] | -11 | -24 | -10 | 3 | 22 | 2 | -8 | -2 | 1 | -3 | 9
CCC1S/C(=C(\C#N)C(=O)NCc2ccco2)N(c2ccc(Br)cc2)C1=O (stereo unspecified) | 5 | -21 | -1 | 6 | 2 | -14 | 16 | 4 | 4 | -4 | 0
COc1ccc(NC(=O)CN(C)C(=O)c2cc(-c3ccc(C)o3)nc3ccccc23)cc1 | 1 | 1 | 9 | -5 | -14 | -1 | 8 | 2 | 6 | -12 | 4
COc1cccc(OCC(O)CN2CC(C)CC(C)C2)c1 (stereo unspecified) | 8 | -24 | -5 | 8 | 4 | -14 | -15 | -4 | 1 | -8 | 1
COC(=O)C(C)C1Sc2ccccc2NC1=O (stereo unspecified) | 6 | -31 | 0 | -7 | -1 | -6 | -15 | 24 | -3 | -9 | -3
Cn1c(N/N=C2\CCCc3ccccc32)nc2c1c(=O)n(Cc1ccc(F)cc1)c(=O)n2C | 12 | -1 | -2 | 12 | 12 | 1 | 18 | 21 | 3 | -17 | -2
COc1ccc(-c2cc(=O)c3cc(F)ccc3[nH]2)cc1 | -26 | -41 | 2 | -31 | -32 | -7 | 11 | -9 | 4 | -18 | 0
Cc1csc(=O)n1CCC(=O)OCC(=O)N(C)c1c(N)n(Cc2ccccc2)c(=O)[nH]c1=O | -80 | -1 | 5 | -7 | 0 | -2 | 12 | 19 | 0 | -19 | -2
CCOC(=O)CC1C(=O)NCCN1C(=O)c1cc2c(=O)n3cccc(C)c3nc2s1 (stereo unspecified) | 11 | -6 | -2 | -4 | -13 | 6 | -12 | 11 | 3 | -19 | -5
CC(C)C[C@@H](CN1CCC[C@H]1CN1C(=O)C(=O)NC[C@@H]1Cc1ccc(O)cc1)N1C[C@H](Cc2ccc(O)cc2)N(CCc2ccccc2)C(=O)C1=O | -2 | -9 | -10 | . | . | . | -49 | 6 | -4 | -1 | -3
Cc1ccc(S(=O)(=O)N2CCCC2C(=O)Nc2nccs2)cc1 (stereo unspecified) | -4 | -16 | -5 | 8 | -8 | 5 | -2 | 4 | -9 | -9 | 0
CC(C)NS(=O)(=O)c1ccc(OCC(=O)NCc2ccco2)cc1 | 18 | -5 | -2 | 12 | 15 | 7 | -3 | 1 | 8 | -21 | 5
O=C(O)CSCCc1ccccn1 | -16 | 9 | -13 | 18 | 9 | 1 | -10 | 8 | -2 | 5 | 0
O=C(CSc1ncccn1)NC(=O)c1ccccc1 | 2 | -8 | -11 | 6 | -5 | 1 | 9 | -3 | -1 | -18 | -15
COc1ccc(OCc2cc(C(=O)N[C@H]3CCCCNC3=O)no2)c(Cl)c1 | -45 | -48 | -12 | -64 | -36 | -7 | -23 | -14 | 4 | -54 | 18
CC12C(=O)N(n3cnnc3)C(=O)C1C1C=CC2C1 (stereo unspecified) | -1 | -9 | 0 | 1 | -10 | 4 | 10 | -13 | 2 | -21 | 7
COC(=O)C1CCN(Cc2cc(=O)oc3cc(C)c(Cl)cc23)CC1 | 20 | -34 | -2 | 5 | 8 | -2 | 16 | -16 | 7 | 14 | -1
O=C(NCc1nnnn1-c1ccc(F)cc1)c1cc2ccccc2o1 | -1 | 0 | -2 | 9 | 10 | -4 | 16 | 14 | 2 | -9 | -16
O=C(CSc1ccsc1[N+](=O)[O-])NC1CCCC1 | -11 | 2 | -13 | 7 | 17 | 10 | 2 | 14 | 5 | -10 | 0
Cc1cc(/C=C2/NC(=O)N(c3ccccc3)C2=O)c(C)n1-c1cccnc1 | -113 | 45 | -4 | -58 | -67 | -5 | -13 | 16 | 4 | -73 | -10
Cc1nc(C(=O)NCC(=O)c2ccc(Cl)cc2)c(C(F)(F)F)o1 | -2 | -6 | -7 | 25 | 8 | 2 | 12 | -13 | 1 | 5 | 5
O=C(NCCc1cccs1)c1ccc(CS(=O)Cc2cccc(Cl)c2)o1 (stereo unspecified) | 7 | -4 | 6 | -28 | 6 | -3 | 1 | -1 | 0 | -16 | -6
COc1ccccc1CNC(=O)COC(=O)c1ccc(-n2cnnn2)cc1 | 14 | 14 | -1 | 2 | 5 | 7 | 15 | -16 | 8 | -17 | 0
CC(O)c1cccc(-c2ccc(CN3C[C@]4(CO)O[C@@H](CO)C[C@@H]4S3(=O)=O)cc2)c1 (stereo partly specified) | -7 | -10 | 5 | 7 | -16 | -6 | -4 | -12 | 2 | 0 | -6
COc1cccc(OCC(=O)Nc2c3c(nn2-c2ccc(F)cc2)CS(=O)(=O)C3)c1 | 3 | -8 | -1 | -3 | -5 | -5 | -3 | -10 | 1 | 3 | 17
CC1CN(C(=O)c2cc3cc(Cl)cc(Cl)c3oc2=O)CC(C)O1 (stereo unspecified) | -1 | 0 | 6 | 16 | -18 | 8 | 10 | -6 | 0 | 13 | 5
COc1cccc(C2=CC(c3ccccc3)n3nnnc3N2)c1 (stereo unspecified) | 3 | -8 | 4 | 2 | -12 | 8 | -19 | 11 | -8 | -11 | 4
O=C(CS(=O)CC(=O)N(CC(=O)NC1CCCC1)c1ccccc1F)Nc1ccc(F)cc1 (stereo unspecified) | 10 | -12 | -1 | 5 | 11 | -3 | 5 | 29 | -5 | 0 | -3
O=C(Nc1ccccc1)c1ccc(N2CCN(c3ccccc3)CC2)c(S(=O)(=O)N2CCOCC2)c1 | 6 | -6 | 6 | -6 | 3 | 2 | -7 | -12 | 4 | -2 | 2
CCOC(=O)[C@@H]1[C@H]2COc3cc(OC)ccc3[C@@H]2N2C(=O)N(c3ccc(F)cc3)C(=O)[C@]12C | 3 | 3 | -1 | 6 | 6 | -2 | 19 | -5 | -2 | 2 | -5
CC(=O)OC(C(=O)NC1CCCCC1)c1cccc(F)c1 (stereo unspecified) | 7 | 18 | -4 | -2 | 3 | 0 | 9 | -7 | 2 | -9 | 0
Cc1ccnc(SCc2cn3c(C)cc(C)nc3n2)n1 | -11 | -1 | 8 | -21 | 10 | -4 | 3 | -8 | 0 | -25 | 11
N#Cc1cccc(NC(=O)COC(=O)Cn2nc(-c3ccccc3)oc2=O)c1 | -5 | -10 | 0 | 11 | -6 | 0 | -1 | -7 | -1 | 10 | -4
O=C(c1ccco1)N(CCC(c1ccccc1)c1ccco1)Cc1ccco1 (stereo unspecified) | 12 | -24 | -2 | -13 | -18 | -8 | -5 | 16 | 28* | 20 | 2
O=C(/C=C/c1ccccc1)Nc1cccnc1Cl | -123 | -37 | 2 | -79 | -125 | -8 | -16 | -3 | -2 | -61 | -1
Cc1cccc2c(=O)c(C(=O)N3CCCCCC3)c[nH]c12 | 0 | 3 | 1 | 18 | -48 | -8 | -6 | -28 | -3 | -13 | -3
CCOc1ccc(NC(=O)c2ccccc2CO)cc1 | -68 | -26 | -6 | -40 | -45 | -4 | -10 | 1 | -6 | -32 | -1

3 entries picked at random from those above, as already listed:
molecule | LRH-1 inv ag | TROY NFkB inh | NOD2 RIPK2 PPI | NCOA3 inh | NCOA1 inh | TLR9-MyD88 inh | NR2F2 inh | TWEAK Fn14 block | ABHD5-PLIN5 inh | NCOA2 inhibitor | Exocytosis inh
O=C(CS(=O)CC(=O)N(CC(=O)NC1CCCC1)c1ccccc1F)Nc1ccc(F)cc1 (stereo unspecified) | 10 | -12 | -1 | 5 | 11 | -3 | 5 | 29 | -5 | 0 | -3
N#Cc1cccc(NC(=O)COC(=O)Cn2nc(-c3ccccc3)oc2=O)c1 | -5 | -10 | 0 | 11 | -6 | 0 | -1 | -7 | -1 | 10 | -4
Cc1cccc2c(=O)c(C(=O)N3CCCCCC3)c[nH]c12 | 0 | 3 | 1 | 18 | -48 | -8 | -6 | -28 | -3 | -13 | -3
